Screens from PubChem.
Nrf2 block – Nrf2 qHTS screen for inhibitors | A549 ARE-Fluc reporter, luciferase luminescence, 18-24 h | Potency, µM (highest dose often 46 µM), for inactives: top-dose activity change, negative = inhibition, usual class: inhibitors | hit rate 2.1% among 360,000 | AID 504444, 2011; further: potency means the concentration at half of the fitted maximal effect; on the % scale 0 is the no-effect control and ±100 the full control effect; nearly all actives have a fitted effect of over 60% in size
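Two sequential reads on A549 ARE_Fluc cells exposed to compound for 18-24 h: a CellTiter-Fluor fluorescence read for viability, then a luciferase luminescence read for Nrf2/ARE activity.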
Nrf2 activator – qHTS of Nrf2 Activators; AREc32 ARE-luciferase reporter (MCF7-derived line), luminescence, 24 h; Potency, µM (top dose mostly 46.1 µM), for inactives: at the highest dose activation, most hits filed as activators; hit rate 0.31% among 410,000; AID 624171, 2012; further: potency means the concentration at half of the fitted maximal effect; % of control where 0% means no effect; nearly all actives have a fitted effect of over 65% in size
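Luciferase luminescence (Steady-Glo, 30 min at room temperature) served as the read-out of ARE activation in AREc32 cells treated with compounds for 24 hr at 37 deg C.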
CCT chaperon mod – High-Throughput Screening for Modulators of Cytosolic Chaperonin Activity. purified chaperonin ATPase assay, HTRF ADP detection, 30 min. activity change, % (test concentration not listed), hits read low. hit rate 0.3% among 360,000; in the data active means activity change below about -30%; further: on the % scale 0 is the no-effect control and ±100 the full control effect
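Enzyme 40 or 20 nM (batch-dependent) in Tris pH 7.4/KCl/MgCl2/DTT; cpd 76 uM single point; ATP 10 uM; 30 min 37 °C; Transcreener ADP HTRF detection, 30 min RT; ratio 665/615.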
S2 tox – Viability Counterscreen for Primary qHTS for Inhibitors of ATXN expression. S2 cells (HEK-293 line with an ATXN2-luciferase reporter) viability, CellTiter-Fluor protease fluorescence, 24 h. Potency, µM (doses to about 56.7 µM), actives largely listed as cytotoxic. hit rate 0.49% among 400,000. AID 651635, 2014; further: potency means the concentration at half of the fitted maximal effect; nearly all actives have a fitted effect of over 40% in size
TGFb inhibitor – qHTS for Inhibitors of TGF-b. HepG2 CAGA-GFP TGF-b/SMAD3 reporter, GFP fluorescence, 18 h; TGF-beta stimulated, 500 pg/mL final. Potency, µM (top dose mostly 46.1 µM), without a hit: at the highest dose activity, negative = inhibition, most hits filed as inhibitors. hit rate 1.2% among 410,000. AID 588855, 2011; further: potency means the concentration at half of the fitted maximal effect; on the % scale 0 is the no-effect control and ±100 the full control effect; nearly all actives have a fitted effect of over 65% in size
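HEPG2 CAGA-GFP cells (1000/well, DMEM with 1% FBS) were pre-incubated 2 h at 37 degrees C, given compound by pin tool, then stimulated with TGF-beta at 500 pg/mL final for 18 h before per-cell GFP fluorescence imaging.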
Mm-Cpn inhibitor – Inhibitors of TCP-1 ring complex (TRiC) of Methanococcus maripaludis (MmCpn): qHTS | Potency, µM (doses to about 76.9 µM), inactives show at the top dose activity, negative = inhibition, most hits filed as inhibitors | Chaperonin Mm-Cpn (Methanococcus maripaludis) | AID 504842, 2011 | purified Mm-Cpn ATPase, ADP Transcreener TR-FRET | hit rate 0.031% among 330,000; further: potency means the concentration at half of the fitted maximal effect; on the % scale 0 is the no-effect control and ±100 the full control effect; nearly all actives have a fitted effect of over 80% in size
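Inhibition of chaperonin ATP hydrolysis is measured as reduced ADP production, detected by competitive TR-FRET in which signal falls with ADP. Final enzyme 25 nM and ATP 10 uM, reacted 30 min at 37°C.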
A549 viability – Nrf2 qHTS screen for inhibitors: counterscreen for cytotoxicity. Potency, µM (top dose mostly 46 µM), for inactives: at the highest dose activity change, negative = cytotoxicity, usual class: inhibitors. hit rate 0.16% among 390,000. A549 ARE-Fluc cells, CellTiter-Fluor viability, 18-24 h; further: potency means the concentration at half of the fitted maximal effect; on the % scale 0 is the no-effect control and ±100 the full control effect
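Cytotoxicity counterscreen: CellTiter-Fluor fluorescence was measured in A549 ARE_Fluc cells after 18-24 h of compound exposure in a concentration series. The subsequent BugLite luminescent read reports ARE-luciferase activity.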
HepG2 tox – qHTS for Inhibitors of TGF-b: Cytotox Counterscreen. HepG2 CAGA-GFP viability, ATP luminescence, 18 h. Potency, µM (top dose mostly 46.1 µM), for the others: at the top dose activity change, negative = cytotoxicity, actives largely listed as cytotoxic. hit rate 0.76% among 410,000; further: potency means the concentration at half of the fitted maximal effect; some results filed as inactive show a strong effect at the top dose
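HepG2 CAGA-GFP cells (1000/well, DMEM with 1% FBS) received compound, then TGF-beta at 500 pg/mL final, and were incubated 18 hours at 37 degrees C. Viability was read by CellTiter-Glo luminescence. Media-only wells were set as complete cell-killing and DMSO as no toxicity.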
pAkt inh – HTS Assay for Inhibitors of Akt Phophorylation: Primary Screen; hit rate 0.32% among 360,000; Neuro2A IGF-stimulated pAkt S473 HTRF, 20 min; stronger effect = lower value; activity change, % for hits at 50 µM; in the data active means activity change below about -80%; inconclusive means mostly about -51% to -80%; further: on the % scale 0 is the no-effect control and ±100 the full control effect
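Single-point screen (50 µM final compound) in Neuro2A cells stimulated 20 min with 6 nM IGF at 37 deg C. After lysis, Ser473-phosphorylated Akt read by HTRF (ex 330 nm, em 615/665 nm) as the 665/615 ratio.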
Active calls of the source: *; i = inactive; ? = inconclusive; . = no result given; [ ] = dose if it differs, or a comment. Unless noted, the call rests on the fitted dose curve; in most records, active means well fitted curve in the direction sought with a large enough effect; inconclusive means small, poorly fitted or top-dose-only effect, or another doubt; inactive means no such curve, though single readings can be large; an effect the other way counts as inactive or inconclusive.

1. COCCOc1ccc(C(F)(F)F)cc1NC(=O)CN1C(=O)NC(C)(c2ccc3c(c2)OCO3)C1=O (configuration not stated)
2. COc1ccc(OC)c2nc3c(C(=O)NCCN(C)C)cccc3nc12
3. COc1ccc(NC(=O)COC(=O)C2CCN(S(=O)(=O)c3ccccc3)CC2)cc1Cl
4. Cc1noc(C)c1COC(=O)c1ccc2c(c1)OCO2
5. Cc1ccc(C)c(-n2cc(-c3ccc(Cl)cc3)nc2SCC(=O)NC2CCS(=O)(=O)C2)c1 (configuration not stated)

compound no.,1,2,3,4,5
Nrf2 block,?,5.8µM*,4%,7%,4%
Nrf2 activator,1.2%,-0.2%,-0.3%,-0.9%,0.3%[9.22 µM]
CCT chaperon mod,-1.0,-0.9,2.6,0.0,0.4
S2 tox,i,?,i,i,i
TGFb inhibitor,-37%,?,-2%,0%,?
Mm-Cpn inhibitor,1%,.,1%,1%,1%
A549 viability,-20%,16µM*,-2%,-7%,15%
HepG2 tox,-32%,-42%,-1%,-26%,0%
pAkt inh,i,i,i,i,i

Next part (4 carried over from the part before).
2. COc1ccc(OC)c2nc3c(C(=O)NCCN(C)C)cccc3nc12
3. COc1ccc(NC(=O)COC(=O)C2CCN(S(=O)(=O)c3ccccc3)CC2)cc1Cl
4. Cc1noc(C)c1COC(=O)c1ccc2c(c1)OCO2
5. Cc1ccc(C)c(-n2cc(-c3ccc(Cl)cc3)nc2SCC(=O)NC2CCS(=O)(=O)C2)c1 (configuration not stated)
6. CCCCN1C2=NCCCN2c2cc(C)c(C)cc21
7. CCOC(=O)CC1C(=O)NCCN1C(=O)NC1CCCCC1 (configuration not stated)
8. CCOC(=O)c1ccc(Nc2ncnc3ccccc23)cc1
9. COC(=O)c1ccccc1NC(=O)CSc1n[nH]c(-c2cccnc2)n1
10. Cc1ccc(-c2c3c(=O)n(C)c(=O)n(C)c3c3c(C)nc4ccccc4n23)cc1

compound no.,2,3,4,5,6,7,8,9,10
Nrf2 block,5.8µM*,4%,7%,4%,.,0%,?,-14%,1%
Nrf2 activator,-0.2%,-0.3%,-0.9%,0.3%[9.22 µM],0.5%,0.1%,2.1%,3.2%,-0.1%
CCT chaperon mod,-0.9,2.6,0.0,0.4,1.5,1.8,-2.9,0.1,.
S2 tox,?,i,i,i,i,i,i,i,i
TGFb inhibitor,?,-2%,0%,?,1%,?,3%,-31%,-8%
Mm-Cpn inhibitor,.,1%,1%,1%,1%,0%,2%,1%,.
A549 viability,16µM*,-2%,-7%,15%,?,1%,4%,0%,-4%
HepG2 tox,-42%,-1%,-26%,0%,1%,-70%,-9%,-13%,-9%
pAkt inh,i,i,i,i,i,i,i,i,.

11. CCOC(=O)C1CCCN(S(=O)(=O)c2ccc(Br)s2)C1 (configuration not stated)
12. CC(=O)N1c2ccc(S(=O)(=O)NCC3CCC(C(=O)Nc4ccc(C)cc4)CC3)cc2CC1C (configuration not stated)
13. COCc1cc(/C=N\NC(=O)Cc2ccc(OC)cc2)ccc1OC
14. O=C(Nc1cccc(C(F)(F)F)c1)Nc1nnc([C@H]2C[C@H](O)[C@@H](CO)O2)s1
15. CCOc1ccc(CNC(=O)CCc2cn(CC)c3ccccc23)cc1

compound no.,11,12,13,14,15
Nrf2 block,4%,?,-3%,.,15%
Nrf2 activator,0.4%,-1.0%,1.4%,0.3%,-0.2%
CCT chaperon mod,-1.1,.,-25,0.0,.
S2 tox,i,.,i,i,.
TGFb inhibitor,0%,-5%,22%,1%,-13%
Mm-Cpn inhibitor,0%,.,2%,.,.
A549 viability,4%,-14%,1%,.,8%
HepG2 tox,-4%,-15%,28%,-13%,-6%
pAkt inh,i,.,i,i,.

16. COc1cc2cc(C#N)c(SCC(=O)N3CCOCC3)nc2cc1OC
17. CC(=O)c1ccc(NC(=O)C2CCCN(S(=O)(=O)c3c(C)[nH]c(=O)[nH]c3=O)C2)cc1 (configuration not stated)
18. CCc1nc2ccc(C(=O)N(CC)CCN(C)C)cn2c1N(C)CCCc1ccccc1
19. C/C(=N\NC(=O)c1ccc(N(C)C)cc1)c1cccnc1
20. CCOC(=O)c1oc2c(CN3CCN(CCO)CC3)c(O)c(CC)cc2c(=O)c1-c1nc2ccccc2s1

compound no.,16,17,18,19,20
Nrf2 block,17%,8%,.,6%,29%
Nrf2 activator,3.1%,-0.3%,0.3%[9.22 µM],1.2%,0.0%
CCT chaperon mod,-3.1,1.9,1.2,-1.4,-0.6
S2 tox,i,i,i,i,?
TGFb inhibitor,26%,6%,27%,-7%,-19%
Mm-Cpn inhibitor,?,5%,.,-6%,-10%
A549 viability,-1%,1%,.,0%,0%
HepG2 tox,-2%,0%,-21%,4%,-15%
pAkt inh,i,i,i,i,i

21. COc1ccc(-c2nc3scc(CCNS(=O)(=O)c4ccc(F)cc4F)n3n2)cc1OC
22. O=C(CS(=O)(=O)c1cccc(Cl)c1)Nc1ccccc1Cl
23. COc1ccc(-n2cnnc2SCC(=O)N(C)C2CCS(=O)(=O)C2)cc1 (configuration not stated)
24. CN(C)c1ccc(CNC(=O)c2cc3ccccn3n2)cc1
25. CN(C(=O)CSc1nc(C2CC2)n(-c2ccccc2)n1)C1CCS(=O)(=O)C1 (configuration not stated)

compound no.,21,22,23,24,25
Nrf2 block,.,-10%,4%,?,-2%
Nrf2 activator,4.5%,2.6%,-0.1%,1.3%,2.6%
CCT chaperon mod,.,-0.3,-8.1,.,-0.2
S2 tox,.,i,i,i,i
TGFb inhibitor,0%,0%,13%,0%,-3%
Mm-Cpn inhibitor,.,-22%,1%,.,-1%
A549 viability,0%,4%,.,17%,-13%
HepG2 tox,0%,7%,-35%,-8%,16%
pAkt inh,.,i,i,.,i

26. O=[N+]([O-])c1cc(Cl)ccc1N1CCN(c2ccccc2O)CC1
27. O=C(CSc1nnc(CNC(=O)c2ccc(F)cc2)o1)NCC1CCCO1 (configuration not stated)
28. C=CCC(O)c1c(-c2ccccc2)nn(C)c1Cl (configuration not stated)
29. CCOC(=O)C(C)Sc1nc(=O)n2cccc(C)c2n1 (configuration not stated)
30. COc1cccc(CNC(=O)c2nc(Cn3nc(C)c(Br)c3C)no2)c1

compound no.,26,27,28,29,30
Nrf2 block,?,-13%,5%,-8%,.
Nrf2 activator,0.6%,-0.6%,-0.4%,0.7%,3.2%
CCT chaperon mod,0.2,0.7,1.3,-0.8,.
S2 tox,?,i,i,i,i
TGFb inhibitor,7.1µM*,-15%,-21%,-1%,-18%
Mm-Cpn inhibitor,-1%,0%,3%,-2%,.
A549 viability,-3%,-3%,0%,4%,5%
HepG2 tox,-11%,-10%,1%,0%,-32%
pAkt inh,i,i,i,i,.

For reference, part of the list above.
29. CCOC(=O)C(C)Sc1nc(=O)n2cccc(C)c2n1 (configuration not stated)
30. COc1cccc(CNC(=O)c2nc(Cn3nc(C)c(Br)c3C)no2)c1

compound no.,29,30
Nrf2 block,-8%,.
Nrf2 activator,0.7%,3.2%
CCT chaperon mod,-0.8,.
S2 tox,i,i
TGFb inhibitor,-1%,-18%
Mm-Cpn inhibitor,-2%,.
A549 viability,4%,5%
HepG2 tox,0%,-32%
pAkt inh,i,.

New compounds follow
31. Cc1cccc(NC(=O)c2ccc(S(=O)(=O)N3CCCCC3)cc2)c1
32. Brc1ccc(C2=Nc3ccccc3C(c3ccncc3)=NN2)cc1
33. O=C1/C(=C\c2cccc(O)c2)SC(=S)N1Cc1ccccc1
34. CCC(=O)Nc1ccc(OC)cc1OC
35. Cc1cc2occ(CC(=O)NNC(=O)c3ccccc3)c2cc1C

compound no.,31,32,33,34,35
Nrf2 block,-17%,-4%,3%,0%,2%
Nrf2 activator,1.5%,0.1%,6.0%,2.0%,-0.9%
CCT chaperon mod,-3.4,-0.3,-2.0,0.1,0.7
S2 tox,i,i,i,?,i
TGFb inhibitor,0%,-5%,?,10%,1%
Mm-Cpn inhibitor,1%,-3%,2%,1%,0%
A549 viability,1%,1%,2%,-3%,0%
HepG2 tox,-42%,14%,-49%,0%,4%
pAkt inh,i,i,i,i,i

36. CC1CCCN(S(=O)(=O)c2ccc(NC(=O)CN3CCN(C)CC3)cc2)C1 (configuration not stated)
37. CN(C(=O)COC(=O)CNC(=O)C12CC3CC(CC(C3)C1)C2)C1CCS(=O)(=O)C1 (configuration not stated)
38. CC(C)CCN1CCN(C2CCN(c3ccccc3)CC2)CC1CCO (configuration not stated)
39. COC(=O)C1=C(C)N(CCCC(=O)O)C(=O)NC1c1cc2c(cc1[N+](=O)[O-])OCO2 (configuration not stated)
40. CC(C)c1nnc(NC(=O)CCCCCN2C(=O)C3C4C=CC(C4)C3C2=O)s1 (configuration not stated)
41. CC(C)(C)NC(=O)NC(=O)CN1CCN(S(=O)(=O)c2ccc3c(c2)CCCC3)CC1
42. C/C=C(\C)C(=O)NCCN1C2=NC[C@H](C(C)C)N2C[C@@H]1Cc1ccc(OC)cc1

compound no.,36,37,38,39,40,41,42
Nrf2 block,6%,6%,13%,1%,-19%,?,15%
Nrf2 activator,0.0%,2.7%,-0.9%,-0.6%,0.3%,3.7%,0.1%
CCT chaperon mod,-1.8,0.1,-0.4,-0.3,0.3,3.6,-1.8
S2 tox,i,i,i,i,i,i,i
TGFb inhibitor,-6%,-1%,5%,-10%,-10%,?,2%
Mm-Cpn inhibitor,-1%,3%,1%,-2%,-1%,0%,.
A549 viability,5%,15%,9%,-3%,-2%,-6%,0%
HepG2 tox,1%,-40%,0%,2%,-8%,-7%,1%
pAkt inh,i,i,i,i,i,i,i
